# ssDAF-12 act: activates DAF-12 receptor from parasite S. stercoralis; HEK293 ssDAF-12/GRIP1 lit1-tk-luc reporter, luminescence; % of 3 µM dafachronic acid response; activation, % at 6.8 µM; hit rate 1% among 370,000; AID 652126;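 active means activation above the mean over all tested compounds plus 3 SD, cut at about 0.9% in these data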;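 further: 0% = DMSO-only wells and 100% = 3 µM delta7-dafachronic acid wells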
# PG9 binder: binds the HIV-1 gp120 antibody PG9. TR-FRET gp120-PG9 antibody binding. hit rate 0.43% among 360,000. AID 624416. inhibition, % at 6.7 µM; in the data active means inhibition above about 8.5%
# hgDAF12 agonist: agonists of H. glycines DAF-12 nuclear receptor. hit rate 1.8% among 370,000. activation, % at 6.8 µM. AID 687014. HEK293 GAL4-hgDAF12 UAS-luciferase reporter, agonist luminescence; normalized to butyrate control;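 active means activation above a cutoff set at the mean of all screened compounds plus 3 SD, cut at about 10% in these data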;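 further: 0% = DMSO wells and 100% = sodium butyrate wells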
# DAX1 inh-1: inhibits human nuclear receptor DAX1 | HEK293 Gal4-DAX1 luciferase reporter, luminescence | P51843 | inhibition, % at 6.75 µM | AID 504766 | hit rate 0.99% among 340,000;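 active means inhibition above the mean over all tested compounds plus 3 SD, cut at about 4.2% in these data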;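 further: 0% = DAX1-transfected cells with DMSO and 100% = empty-vector control cells with DMSO; inhibition shows as a rise in luminescence from relieved DAX1 repression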
# Target sequence (P51843 207-470 limits assumed): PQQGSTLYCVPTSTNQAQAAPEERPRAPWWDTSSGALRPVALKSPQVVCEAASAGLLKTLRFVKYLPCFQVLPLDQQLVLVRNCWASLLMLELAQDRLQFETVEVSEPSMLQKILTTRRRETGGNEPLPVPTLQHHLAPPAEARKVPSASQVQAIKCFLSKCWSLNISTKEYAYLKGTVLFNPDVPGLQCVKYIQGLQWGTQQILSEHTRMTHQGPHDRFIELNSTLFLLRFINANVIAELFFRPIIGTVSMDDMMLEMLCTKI
# hcDAF12 agonist: activators of H. contortus DAF-12 nuclear receptor | HEK293 hcDAF-12 lit1-tk-luc reporter, luminescence; 0% DMSO, 100% Δ7-dafachronic acid | activation, % at 6.8 µM | hit rate 1.4% among 370,000;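 active means activation above the mean of all tested compounds plus 3 SD, cut at about 5.5% in these data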;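 further: 100% = response to 3 µM Δ7-dafachronic acid high control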
# DAX1 inh-2: inhibitors of DAX1 repression of SF-1 activated StAR promoter | HEK293T StAR-luciferase reporter, SF-1/DAX-1 repression relief | inhibition, % at 6.8 µM | hit rate 1.1% among 370,000 | AID 652010;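 active means inhibition above the mean over all tested compounds plus 3 SD, cut at about 3.6% in these data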;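 further: 0% = DAX-1 cells with DMSO and 100% = cells lacking DAX-1 with DMSO; higher inhibition means more luminescence from relief of DAX-1 repression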
# Rev-erbA mod: modulators of human Rev-erb alpha DNA binding | Rev-erbα–FITC-DNA binding, fluorescence polarization, 90 min | hit rate 0.79% among 370,000 | activity, % at 10 µM | P20393;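 active means activity above about 14%, limit read from the data; passing the limit was not always enough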;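 further: 0% = DMSO wells with 35 nM protein and 100% = DMSO wells with 750 nM protein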
# GAA850 FXN act: activators of GAA850 frataxin (FXN) promoter. activation, % at 6 µM. HEK293 lucGAA850 FXN promoter luciferase reporter, 24 h; percent of 10 µM SAHA response. hit rate 0.56% among 360,000;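 active means activation above the average of all compounds screened plus 3 SD, cutoff fixed separately per campaign, cut at about 7.5% in these data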;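 further: 0% = DMSO wells and 100% = 10 µM SAHA wells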
# HGIII-sPLA2 inh: Blocks human group III sPLA2 activity; Q9NZ20; QFRET BODIPY PC-A2 liposome hydrolysis, fluorescence; inhibition, % at 12.2 µM; hit rate 0.56% among 370,000; AID 743126;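 active means inhibition above mean plus 3 SD of compounds lying within the high and low control bounds, cut at about 19% in these data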;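 further: 0% = median of test compound wells and 100% = no enzyme DMSO wells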
# Target sequence (Q9NZ20 whole entry, looked up): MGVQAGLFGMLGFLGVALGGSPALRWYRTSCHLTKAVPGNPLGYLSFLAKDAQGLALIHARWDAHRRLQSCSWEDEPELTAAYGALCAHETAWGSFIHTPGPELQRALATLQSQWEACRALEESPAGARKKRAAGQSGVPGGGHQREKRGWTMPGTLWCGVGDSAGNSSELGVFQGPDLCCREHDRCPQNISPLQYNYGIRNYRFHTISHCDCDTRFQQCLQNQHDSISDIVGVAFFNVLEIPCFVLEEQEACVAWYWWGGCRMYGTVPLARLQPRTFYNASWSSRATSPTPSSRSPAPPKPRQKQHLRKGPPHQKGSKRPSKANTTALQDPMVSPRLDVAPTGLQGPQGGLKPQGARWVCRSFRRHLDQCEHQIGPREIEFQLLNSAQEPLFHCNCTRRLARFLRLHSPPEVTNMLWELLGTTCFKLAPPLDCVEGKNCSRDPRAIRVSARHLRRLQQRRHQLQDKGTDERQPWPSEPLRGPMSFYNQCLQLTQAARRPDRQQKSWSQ
# PLC-beta3 inh: inhibitors of human phospholipase C beta3 | Q01970 | Purified PLC-beta3, fluorogenic substrate, fluorescence | inhibition, % at 12.2 µM | hit rate 0.18% among 370,000 | AID 720704; in the data active means inhibition above about 11%;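 further: 0% = median of compound wells on plate and 100% = full blocker control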
# SMARCA2 act: increases SMARCA2 function in MMTV reporter cells; hit rate 1% among 370,000; MG213 cells, MMTV-luciferase reporter, dexamethasone, overnight; activation, % at 9.1 µM; in the data active means activation above about 7.8%;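 further: 0% = vehicle wells and 100% = reference activator wells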
# * marks the source's active call; other numbers are inactive results; i = inactive; · = not tested or not shown.
SMILES,ssDAF-12 act,PG9 binder,hgDAF12 agonist,DAX1 inh-1,hcDAF12 agonist,DAX1 inh-2,Rev-erbA mod,GAA850 FXN act,HGIII-sPLA2 inh,PLC-beta3 inh,SMARCA2 act
O=C(Nc1ccc(F)cc1)N1CCC(c2nc3c(nnn3Cc3cccc(Cl)c3)c(=O)[nH]2)CC1,-1.1,-1.1,1.6,0.0,-2.5,-0.5,8,0.8,-44,0,0
O=C(CSc1nnnn1-c1cccc(F)c1)Nc1nc2ccccc2s1,-0.6,0.4,3.6,2.0,0.7,-0.3,5,0.2,1,2,0
O=C(NCc1ccco1)C1CCC(N2C(=O)c3ccccc3C2=O)CC1 (centres undefined),-1.9,-1.4,-1.2,-1.0,1.2,0.1,-2,0.7,5,-1,-2
COc1ccc2[nH]c(C)c(CCNc3ccc(C(F)(F)F)cc3[N+](=O)[O-])c2c1,-0.1,0.0,-3.6,-0.7,-1.8,-0.4,0,4.7,8,-1,-2
COC(=O)[C@]12C[C@H](CC(=O)NCc3cccc(C(F)(F)F)c3)C(=O)N(Cc3ccc4c(c3)OCO4)C1=C[C@H](COCc1ccccc1)O[C@@H]2C,-0.4,-1.2,1.1,·,0.4,-0.3,9,·,-11,0,-5
ClCC1NCC(c2ccccc2Cl)c2c1[nH]c1ccccc21 (centres undefined),0.9,0.2,-1.1,-0.5,2.8,-0.3,3,-1.4,5,-30,-1
CC(C)CN(C(=O)CSc1nc2ccccc2c(=O)[nH]1)c1c(N)n(CC(C)C)c(=O)[nH]c1=O,-0.7,-3.2,0.2,-0.3,-0.1,1.4,-8,-0.6,2,-7,2
Cc1cc(=O)[nH]c(SCC(=O)c2ccc(F)c(C)c2)n1,-0.8,-0.5,2.0,-0.7,1.2,0.2,0,0.6,-26,-5,-1
O=C(NCc1ccccc1Cl)C1CCCN(S(=O)(=O)c2cccc3nonc23)C1 (centres undefined),-1.1,2.2,-1.6,-1.2,-1.6,-0.3,4,-1.3,4,-7,-3
CCOC(=O)C(=CNc1ncccc1C)C(=O)OCC,-1.1,0.4,4.8,-0.6,-3.1,-1.7,3,0.9,2,2,0
O=C1CC(=O)N(c2ccccc2)N1c1ccccc1,-1.6,-1.1,-0.6,1.1,-1.0,0.7,0,0.5,-8,1,-2
O=C(c1c(F)c(F)c(F)c(F)c1F)N1CCN(c2cccc(C(F)(F)F)c2)CC1,-0.4,1.0,-0.5,-0.3,-0.8,0.4,3,-0.9,3,3,0

# Already shown: an excerpt of the list.
SMILES,ssDAF-12 act,PG9 binder,hgDAF12 agonist,DAX1 inh-1,hcDAF12 agonist,DAX1 inh-2,Rev-erbA mod,GAA850 FXN act,HGIII-sPLA2 inh,PLC-beta3 inh,SMARCA2 act
O=C1CC(=O)N(c2ccccc2)N1c1ccccc1,-1.6,-1.1,-0.6,1.1,-1.0,0.7,0,0.5,-8,1,-2
O=C(c1c(F)c(F)c(F)c(F)c1F)N1CCN(c2cccc(C(F)(F)F)c2)CC1,-0.4,1.0,-0.5,-0.3,-0.8,0.4,3,-0.9,3,3,0

# Next section:
SMILES,ssDAF-12 act,PG9 binder,hgDAF12 agonist,DAX1 inh-1,hcDAF12 agonist,DAX1 inh-2,Rev-erbA mod,GAA850 FXN act,HGIII-sPLA2 inh,PLC-beta3 inh,SMARCA2 act
C=CCn1c(-c2cccc(S(=O)(=O)N(CC)CC)c2)n[nH]c1=S,-1.3,0.1,1.2,2.2,-1.6,0.3,-6,1.7,11,0,-2
O=C(C[C@H]1C/C=C\CC[C@@H](Cc2ccc(F)cc2)C(=O)OCCNC1=O)NCCO,-1.1,0.4,0.8,1.7,-1.2,0.2,1,-2.1,1,-2,-1
CCC1CCCCN1C(=O)c1cc(S(=O)(=O)N2CCOCC2)ccc1C (centres undefined),-1.0,0.2,-2.3,0.4,-1.4,-0.6,-9,0.3,9,-2,-8
CC(Nc1nc(-c2ccccc2)nc2ccccc12)c1ccccc1 (centres undefined),-1.4,-0.5,7.4,0.8,0.2,4.7*,3,-1.7,-21,-7,0
CCOc1ccccc1CN1CCNC(=O)C1CC(=O)NC1CCCCCC1 (centres undefined),-1.2,-0.7,1.0,0.7,0.3,-0.2,-2,3.7,4,-9,-1
S=c1[nH]nc(-c2n[nH]c3c2CCC3)n1N=Cc1ccco1,-1.0,·,1.4,·,-1.3,-0.2,1,·,16,-3,0
c1ccc(OCc2noc(CN3CC[C@@H]4CCCC[C@H]4C3)n2)cc1,-1.0,-2.0,-2.3,2.5,-0.9,0.3,3,-1.3,0,-5,3
CCC(N=c1cc(-c2ccc(OC)cc2)oc2ccc(C)cc12)C(=O)O (centres undefined),0.4,-1.1,14*,-0.4,4.2,3.9*,-3,6.7,-8,i,17*
CC(C)(C)c1ccc(C(=O)NCCNC(=O)c2ccco2)cc1,-0.3,0.8,1.7,-1.1,-0.3,-0.3,2,0.6,-1,-3,0
Cc1ccc(NC(=O)Nc2ccc(Cl)cn2)cc1,-1.1,0.8,7.1,0.9,2.5,0.9,-5,8.2*,11,2,5
CCN(/C(N)=N/c1nc(C)cc(C)n1)c1ccccc1,-0.3,-0.6,-0.2,0.6,0.1,0.1,-3,0.4,2,-5,0
CCOc1ccc(CN(C)CC(=O)NCc2ccc(F)cc2)cc1,-1.2,-1.1,0.0,-0.1,-0.7,-0.5,7,0.2,3,2,0
COc1cc(C(=O)NCCCN(C)C)ccc1OCC(=O)Nc1cccc(C(F)(F)F)c1,-1.3,0.7,-2.5,·,0.1,-0.5,2,3.5,-2,-4,-2
O=C(CSc1ccc2nnc(CCNC(=O)c3ccccc3)n2n1)NCc1ccc(F)cc1,-0.6,-4.0,-1.8,1.0,-1.3,2.7,-4,0.9,4,-6,5
CCC(Cc1ccccc1)NC(=O)C1CC1 (centres undefined),-0.7,0.9,-0.2,2.3,-0.1,-0.2,-5,0.5,-1,-3,0
COc1ccc(NC(=O)CN(C)C(=O)/C=C/c2cn(-c3ccccc3)nc2-c2ccc(C)cc2)cc1,-1.3,-1.6,1.2,-2.4,-1.3,-2.5,0,-0.9,-24,-5,-3
O=C(NN/C(=N/S(=O)(=O)c1ccc(Cl)cc1)c1ccccc1)c1cccc(Cl)c1,1.2*,1.8,16*,1.3,8.8*,1.5,-1,3.3,3,-7,10.0*
COc1ccc(NC(=O)CSc2nc3nc(C)cc(C)n3n2)cc1,-1.3,-0.6,-0.8,0.6,-1.7,-0.2,0,-1.3,10,-5,-1
O=C(COC(=O)c1ccccc1OCc1ccc(Cl)cc1)NCC1CCCO1 (centres undefined),-0.8,1.0,1.9,0.3,0.3,-1.4,8,0.3,-3,1,-3
COc1ccc(NC(=O)CN2c3cccc4cccc(c34)S2(=O)=O)cc1,-1.4,-0.1,0.3,-0.2,-0.9,-1.3,-4,-1.6,-5,-142,0
COc1ccc(NC(=O)CCn2nnc(-c3ccc(C)cc3)n2)cc1OC,-1.6,-0.9,-0.8,-0.8,-1.1,-0.5,-1,-3.6,-8,4,-3
COCc1cnc(C)nc1N,-1.4,-2.5,-0.3,0.1,-0.2,0.9,0,0.0,1,2,1
COc1ccc(CC(=O)Nc2ccc(NC(=O)c3ccc(Br)cc3)cc2)cc1OC,-1.5,-1.7,-3.8,-0.3,0.0,-0.2,-12,-3.7,-4,-4,-5
COc1cc(/C=C(\C#N)c2ccccn2)ccc1OCC(=O)Nc1c(Cl)cccc1Cl,-2.0,-1.1,-3.5,-2.8,-1.9,-0.7,-1,-3.1,-9,-17,2
Cc1nnc(Sc2nc3c(c(=O)[nH]c(=O)n3C)n2CCc2ccccc2)s1,-0.3,0.9,2.0,0.0,0.7,0.9,3,-0.6,5,5,-2
COc1ccc(CNc2ncnc3cc(Cl)ccc23)cc1OC,-2.5,-0.9,-5.5,-3.1,-2.0,-3.8,-5,-1.3,-6,-10,-6
Cc1ccsc1C(=O)OCC(=O)NCCNC(=O)COC(=O)c1sccc1C,-0.7,-0.1,-0.8,0.9,0.3,0.3,5,-1.5,7,-2,-1
Cc1ccccc1C(=O)NCCNc1ccc([N+](=O)[O-])cc1,-1.9,0.1,0.2,0.5,-0.7,-0.5,2,2.7,3,0,2
COC(=O)COc1cc(OCC(=O)OC)c2c(C)c(Cl)c(=O)oc2c1,-1.4,-1.6,-1.4,-0.4,0.8,-1.5,-3,0.9,1,-369,-1
COC(=O)CC1C(=O)NCCN1C(=O)Nc1ccc(Cl)cc1 (centres undefined),-1.2,0.4,0.5,0.5,0.0,0.0,1,2.5,-3,0,1
O=C(NCCc1ccccc1)C1CCCN(c2ncnc3c2nc2n3CCCCC2)C1 (centres undefined),-1.3,0.3,-1.6,0.2,-2.4,-0.4,-1,0.1,0,-4,-2
C=CCn1c(=O)c2ccccc2n2c(SCC(=O)N(C)C)nnc12,-1.1,-1.4,-0.2,-0.7,0.1,0.0,-4,2.1,6,-2,5
Cc1ccc(S(=O)(=O)Nc2cccc(C(=O)N3CCN(c4ccccc4O)CC3)c2)cc1F,-0.9,-2.7,-3.0,-1.1,1.5,1.5,-1,1.1,-37,-15,-3
CC1(C(=O)NS(=O)(=O)c2ccc(F)cc2F)CCN1C(=O)Cc1cc(F)ccc1F (centres undefined),-1.7,-1.9,0.2,·,0.7,0.0,1,0.5,8,3,-1
O=C(c1ccco1)N1CCN(c2ncnc3sc4c(c23)CCC4)CC1,-1.9,-0.7,0.6,-1.1,-2.7,-0.8,1,0.9,-8,-9,-1
Cc1nc2sc(C(c3ccco3)N3CCC4(CC3)OCCO4)c(O)n2n1 (centres undefined),-1.7,-0.8,-0.1,1.4,-0.8,-0.6,3,0.9,4,-9,0
COCCNC(=O)C1CC(c2ccccc2[N+](=O)[O-])=NO1 (centres undefined),-1.3,-0.7,1.1,2.5,-1.0,0.3,-6,1.0,8,-4,0
COC(=O)c1ccc(/C=N/OCC(=O)NC2CCCC(C)C2C)cc1 (centres undefined),-1.4,-0.7,-1.6,2.0,-1.0,0.5,1,-0.3,-4,-1,-2
Cc1ccc(Oc2cc(NC(=O)CCCn3nc([N+](=O)[O-])cc3C)cc([N+](=O)[O-])c2)cc1,-1.5,-3.9,-2.5,-1.1,-1.7,0.1,1,-0.9,-34,4,-3
CC1CCCC(C)N1C(=O)CSc1nccc(=O)[nH]1 (centres undefined),-1.1,-0.2,-0.3,0.1,-1.1,-0.1,2,1.7,6,-3,-1
COC(=O)Nc1ccc(S(=O)(=O)N2CCCCC2C(=O)O)cc1 (centres undefined),-1.6,-1.9,-1.5,0.7,-2.0,-0.2,-5,-0.6,-3,1,-2
CCOc1cc(CNCCO)cc(Br)c1OCc1ccc(Cl)cc1,-1.4,0.3,-1.6,-0.5,-0.9,-0.5,2,0.9,1,6,-9
CCN(CC)c1ccc2c(C)c(-c3ccc(N)cc3)c(=O)oc2c1,-1.5,0.7,-0.9,-1.3,-3.9,-0.6,-2,-4.5,3,i,0
O=C(Nc1ccc2c(c1)OCCO2)c1ccoc1,0.2,0.4,4.4,2.1,0.6,0.1,-1,0.2,6,-5,-1
Cc1ccccc1NC(=O)c1ccccn1,-2.1,-1.4,1.5,2.4,-0.7,0.8,2,4.7,2,-6,5

# Screening results (PubChem)
